STAT1 act: activators of IFN-gamma induced STAT1 signaling | NIH 3T3 STAT1-luciferase reporter, luminescence; 100% = IFN-gamma alone, no compound | activation (% of control), % at 5.5 µM | 200,000 compounds, 2.6% hits;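 active = activation above the screen-wide mean activation plus 3 SD, cut at about 130% in these data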;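 note: raw ratio to IFN-gamma control signal so 100% means no change and 0% no light; values of inactives mirror those of a sister screen read the other way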
Diaph act CS: activates diaphorase or chemically reduces, flagging diaphorase assay artifacts; Diaphorase/resazurin coupled assay, resorufin fluorescence, 16 min; stronger effect = higher value; 1 = vehicle wells, 0 = NADH-free wells; activation factor at 20 µM; 190,000 compounds, 0.005% hits; AID 1229;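 active = diaphorase activity raised at least twofold by the compound at 20 µM; inactive = activation factor below 2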
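Measured by – red resorufin fluorescence at 544/590 nm excitation/emission · Test system – Clostridium kluyveri diaphorase, purified enzyme · Incubation – reaction time 16 min, room temperature · Buffer or medium – 50 mM HEPES pH 7.4 with 4.542 mM MgCl2, 0.005% Tween 20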
FLuc inh counter: Photinus pyralis luciferase inhibition counter-screen | ATPLite firefly luciferase biochemical luminescence, 10 min | AID 1006 | inhibition, % at 10 µM | 200,000 compounds, 1.5% hits;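 active = inhibition above about 50% when tested at 10 µM, limit read from the data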
Target sequence (P08659 whole entry, looked up): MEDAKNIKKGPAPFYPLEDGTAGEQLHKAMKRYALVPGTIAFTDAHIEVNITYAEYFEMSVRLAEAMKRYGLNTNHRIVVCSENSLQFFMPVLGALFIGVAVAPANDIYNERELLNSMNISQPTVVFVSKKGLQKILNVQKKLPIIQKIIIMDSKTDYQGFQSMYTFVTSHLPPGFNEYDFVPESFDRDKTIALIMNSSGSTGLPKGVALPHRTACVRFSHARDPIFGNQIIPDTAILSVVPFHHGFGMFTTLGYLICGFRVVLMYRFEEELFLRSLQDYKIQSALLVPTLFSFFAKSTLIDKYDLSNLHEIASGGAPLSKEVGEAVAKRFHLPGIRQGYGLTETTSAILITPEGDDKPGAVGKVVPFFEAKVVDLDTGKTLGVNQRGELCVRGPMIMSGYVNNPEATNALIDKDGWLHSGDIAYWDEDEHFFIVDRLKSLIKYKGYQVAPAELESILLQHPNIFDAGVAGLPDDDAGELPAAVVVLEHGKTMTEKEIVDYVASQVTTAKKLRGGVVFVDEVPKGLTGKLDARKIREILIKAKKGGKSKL
NF-kB neuron act: NF-kB expression increase, human neuronal cells. 190,000 compounds, 1.6% hits. fold change at 12.5 µM. NF-kB reporter expression; stronger effect = higher value; in the data active = fold change above about 3.3
FLuc act counter: affects firefly luciferase, flagging false hits in luciferase stimulation screens; P08659; 200,000 tested, under 10 active; ATPlite luciferase biochemical, luminescence, 10 min; 0 = ATP-free wells, 1 = DMSO control; activation factor at 10 µM;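 active = luciferase activation factor, scaled between plate controls, of at least 2 with compound at 10 µM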
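Material: luciferase plus luciferin reagent, cell-free. Medium: PBS buffer for ATP. Also added: ATP substrate, dispensed from a 10.24 µM working solution in PBS. Doses: test compounds dosed from 2 mM stocks in 100% DMSO. Incubation: 10 min post-reagent at room temperature. Technique: light output (luminescence). Read-out basis: luminescence gain marking luciferase activators.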
APP 5UTR inh: APP translation inhibition; SH-SY5Y APP 5'UTR-luciferase reporter, luminescence; inhibition, % at 2 µM; 190,000 compounds, 0.82% hits; AID 1285;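 active = inhibition above a set limit, derived from the sample mean plus 3 SD, cut at about 45% in these data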; note: values of inactives mirror those of a sister screen read the other way
APP 5'UTR act: activates APP 5'UTR luciferase reporter; SH-SY5Y APP 5'UTR luciferase reporter, luminescence; zero percent = DMSO vehicle wells; activation, % at 2 µM; 190,000 compounds, 1% hits;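 active = activation above a set limit, based on mean plus 3 SD of controls, cut at about 140% in these data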; note: values of inactives mirror those of a sister screen read the other way
TLR4 MyD88 comp: TLR4-MyD88 interaction inhibition in cells. HeLa CL3-4 TLR4/MyD88 BLA complementation, FRET ratio. inhibition, % at 8.4 µM. 200,000 compounds, 0.18% hits. AID 861; in the data active = inhibition above about 25%;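 note: 0% = vehicle and 100% = reference inhibitor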
Diaph inh CS: counter-screen for diaphorase-based assays: diaphorase inhibitors and chemical oxidizers; 190,000 compounds, 0.69% hits; AID 1217; inhibition, % at 20 µM; diaphorase resazurin-to-resorufin fluorescence, NADH, 16 min; bacterial (C. kluyveri) enzyme, not human;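 active = primary screen inhibition at 20 µM above a set limit, cut at about 50% in these data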;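 note: plate controls were DMSO with full reaction for no effect and wells lacking NADH for full effect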
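System: Diaphorase enzyme from Clostridium kluyveri | Amount: Enzyme working solution with 0.14 U/mL diaphorase | Benchmarks: No-NADH positive control and DMSO neutral control | Signal: Fluorescence of resorufin formed from resazurin, Ex 544/Em 590 nm | Schedule: 16-min room-temperature incubation before reading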
G6PDH CS: inhibits Leuconostoc G6PDH, flagging false hits in G6PDH-based assays. Purified L. mesenteroides G6PDH, diaphorase/resazurin coupled fluorescence, 45 min. inhibition, % at 5 µM. 200,000 compounds, 0.12% hits; in the data active = inhibition above about 50%
* hit, by the source's call; · = not tested or not shown.

SMILES	STAT1 act	Diaph act CS	FLuc inh counter	NF-kB neuron act	FLuc act counter	APP 5UTR inh	APP 5'UTR act	TLR4 MyD88 comp	Diaph inh CS	G6PDH CS
CCCC12CN3CC(C)(CN(C1)C3c1ccco1)C2=O (stereo not drawn)	96	1.2	-3	1.2	1	-9	9	-2	-24	11
Cc1ccc2[nH]ccc(=O)c2c1	101	0.8	-6	1.1	1.1	-1	1	-12	17	14
O=C(CSc1nc2ccccc2c(=O)n1Cc1ccco1)NCc1ccco1	92	0.9	-1	0.97	1	1	-1	10	11	4
NC(=O)c1ccsc1NC(=O)COc1ccccc1	118	0.8	28	1.9	0.7	-71	71	-3	22	-10
Cc1cccn2c(=O)c(/C=C(\C#N)C(=O)NC3CCS(=O)(=O)C3)c(N3CCC(C(N)=O)CC3)nc12 (stereo not drawn)	95	1	-2	1.6	1	0	0	-2	3	3
CCOc1cc(S(=O)(=O)N2CCCCCC2)ccc1F	102	1	-4	1.1	1	-2	2	4	1	4
CCc1ccc(OCCNC(=O)c2cccs2)cc1	106	1.1	8	1.3	0.9	1	-1	-5	-6	-6
COC(=O)CCC/C=C1/SCC(NC(=O)c2ccccc2)C1=O (stereo not drawn)	95	0.8	-2	1.1	1	-14	14	3	21	9
Cc1ccc(C(=O)Nc2nc(-c3cccnc3)cs2)o1	116	0.9	2	1	1	-24	24	-11	6	15
CC1(C)N=C(c2ccccn2)C(C)(C)N1O	85	0.9	-9	0.81	1.1	-2	2	6	13	2
Cn1cccc1C(C#N)(CC#N)c1cccc(F)c1C#N (stereo not drawn)	107	1	-10	1	1.1	23	-23	-2	2	5
Cn1nc(-c2ccc3c(c2)OCCO3)c2ccccc2c1=O	75	1	-10	1.1	1.1	-18	18	-8	3	5
CCOCCc1c(O)nc(SCC(=O)NCc2ccco2)[nH]c1=O	100	0.9	-5	0.99	1	-6	6	-8	9	5
Cc1cc(=O)[nH]c(SCC(=O)Nc2nc(-c3ccccc3)c(-c3ccccc3)o2)n1	107	0.9	1	1	1	7	-7	-3	9	17
COC(=O)c1ccc(NC(=O)CSc2nnnn2C2CCCCC2)cc1	104	1	0	1.4	1	-6	6	5	-4	8
CC(C)(C)c1ccc(S(=O)(=O)NCC(=O)N2CCN(C(=O)c3ccco3)CC2)cc1	101	0.9	-7	0.89	1.1	-7	7	-7	8	0
Nc1nonc1C(=O)NCCNc1ccc([N+](=O)[O-])cn1	97	0.9	-2	1	1	3	-3	6	13	1
O=C(c1ccc(N2CN(C(=O)c3ccco3)c3nc4ccccc4nc32)cc1)N1CCOCC1	105	0.9	-1	0.37	1	7	-7	-10	6	11
OCCNC(=S)Nc1ccc(Cl)c(Cl)c1	97	0.8	-4	1.3	1	-5	5	-9	16	-1
COCCNC(=O)C(c1ccc(Cl)cc1)N(CCOC)C(=O)CCC(=O)Nc1nccs1 (stereo not drawn)	99	1.1	-1	1	1	-8	8	-6	-11	9
COc1ccc(C(=O)CSc2nnc(-c3ccco3)n2CC2CCCO2)cc1 (stereo not drawn)	101	0.9	-7	0.93	1.1	5	-5	-5	10	6
COc1ccc2sc(C)[n+](C)c2c1	105	0.8	-4	0.87	1	-13	13	-5	23	12
CCc1ccc(C(=O)COC(=O)CCc2nc3ccccc3c(=O)[nH]2)cc1	111	0.9	-1	1	1	10	-10	6	7	0
CC(=O)c1cc(N2CCOCC2)ccc1[N+](=O)[O-]	104	0.9	-4	5.6*	1	-10	10	3	10	1
O=C(CSc1nc2ccccc2c(=O)n1-c1ccccc1)N1CCc2ccccc2C1	101	0.7	-4	1.4	1	2	-2	-7	28	7
COc1ccc(OC)c2[nH]c(=O)c(CCNC(=O)C(=O)c3c[nH]c4ccccc34)cc12	95	0.3	-3	1	1	-5	5	-5	66*	-5
COc1ccc(NC(=S)NNC(=O)Cn2nc(C(F)F)cc2C(F)F)cc1	101	1	-7	1.2	1.1	-2	2	1	3	4
CC(=O)NC(Cc1ccc(C(C)C)cc1)C(=O)NC1CCN(c2nc(C)cc(C)n2)CC1 (stereo not drawn)	98	0.8	0	0.88	1	-10	10	-4	16	13
COc1ccc(NC(=O)N2CCC(O)(c3cccnc3)CC2)c(OC)c1	103	1.1	-3	1.4	1	0	1	8	-7	21
CCOC(=O)Cn1nnnc1C(CC)N(Cc1cc2ccc(C)cc2[nH]c1=O)C1CCCC1 (stereo not drawn)	106	0.8	-6	1	1.1	-4	4	-3	24	0

4 entries out of the list above, ordered by their value in APP 5'UTR act, smallest number first:
structure,APP 5'UTR act
CCc1ccc(C(=O)COC(=O)CCc2nc3ccccc3c(=O)[nH]2)cc1,-10
COc1ccc(C(=O)CSc2nnc(-c3ccco3)n2CC2CCCO2)cc1 (stereo not drawn),-5
O=C(CSc1nc2ccccc2c(=O)n1-c1ccccc1)N1CCc2ccccc2C1,-2
COc1ccc(NC(=O)N2CCC(O)(c3cccnc3)CC2)c(OC)c1,1

Going on with the list.
SMILES	STAT1 act	Diaph act CS	FLuc inh counter	NF-kB neuron act	FLuc act counter	APP 5UTR inh	APP 5'UTR act	TLR4 MyD88 comp	Diaph inh CS	G6PDH CS
O=C(Nc1ccc(S(=O)(=O)N2CCOCC2)cc1)c1ccc(CN2CCc3ccccc3C2)cc1	73	0.9	-7	0.55	1.1	0	0	-11	13	4
O=C(C1CCCCN1S(=O)(=O)c1ccccc1)N1CCN(C(c2ccccc2)c2ccccc2)CC1 (stereo not drawn)	95	0.9	1	1	1	-17	17	9	13	3
CCOC(=O)N1CCC(NC(=O)c2ccc(CS(=O)(=O)c3c(Cl)cccc3Cl)o2)CC1	91	1	-4	0.73	1	-74	74	9	3	6
S=C(NCCCNC(=S)Nc1ccccc1)Nc1ccccc1	97	0.8	-4	1.2	1	-16	16	-2	21	8
Cc1cccc(NC(=O)CCNS(=O)(=O)c2cccc3nonc23)c1	94	0.9	2	1.1	1	-2	2	0	8	6
CC(=O)OC(C(=O)NCCc1ccccc1)c1cccnc1 (stereo not drawn)	97	0.9	-3	1	1	-20	20	-8	9	4
Cc1c(/C=N/NC(=O)c2cccnc2)cc(C#N)n1C	109	1	-6	0.99	1.1	-4	4	-10	2	-2
CCCC(=O)Nc1ccccc1NC(=O)C1CCCCC1	104	0.8	-6	0.83	1.1	13	-13	6	20	-3
C[N+]12CCC(CC1)C(OC(=O)C(O)(c1ccccc1)c1ccccc1)C2 (stereo not drawn)	101	0.9	-8	1.1	1.1	-5	5	3	8	8
COc1ccc(OC)c(C(=O)Cn2c3[n+](c4ccc(C(F)(F)F)cc42)CCCCC3)c1	103	1	-3	0.94	1	-10	11	8	4	-2
COc1ccc(S(=O)(=O)N2c3ccccc3OCC2c2ccccc2)cc1 (stereo not drawn)	95	0.9	-6	1.2	1.1	·	·	-5	11	-9
C/C(=N\NC(=O)CN(c1ccccc1)S(=O)(=O)c1ccccc1[N+](=O)[O-])C(C)(C)C	109	0.7	-5	0.88	1.1	-3	3	-7	29	4
COc1ccc(S(=O)(=O)N(CCCN2CCCC2=O)Cc2cc3c(C)cc(C)cc3[nH]c2=O)cc1	94	1.1	0	0.6	1	10	-10	5	-6	4
Cc1nn(C(=O)CCCC(=O)n2nc(C)c(Cl)c2C)c(C)c1Cl	97	·	·	·	·	13	-13	5	·	·
Cc1ccc(-c2nnc(N3CCN(c4ccccn4)CC3)c3ccccc23)cc1	91	0.9	0	0.6	1	-2	2	-7	15	-60
O=C(c1ccco1)N1CCN(C(=O)C(Cc2ccccc2)NS(=O)(=O)c2cccs2)CC1 (stereo not drawn)	103	1	-4	1	1	-11	11	12	0	0
Cc1ccc(C(C)C)c(OCc2nn(CC(=O)c3ccc(Cl)cc3)c3[n+]2CCCCC3)c1	95	1.4	0	0.21	1	6	-6	-10	-36	-3
CCOc1ccccc1C(=O)Nc1nnc(COC)s1	103	1	4	1.3	1	-8	8	4	-1	11
CC(=O)c1ccc(N2CCN(C(=O)CCCc3nc4ccccc4s3)CC2)cc1	99	0.8	-1	0.78	1	11	-11	9	16	-2
Cc1cc(C)cc(-n2c(SCC(=O)NCc3ccco3)nc3ccccc3c2=O)c1	97	0.9	-6	1.1	1.1	7	-7	-3	11	2

Profiles as entered above:
Shown for COc1ccc(S(=O)(=O)N(CCCN2CCCC2=O)Cc2cc3c(C)cc(C)cc3[nH]c2=O)cc1 → STAT1 act: 94; Diaph act CS: 1.1; FLuc inh counter: 0; NF-kB neuron act: 0.6; FLuc act counter: 1; APP 5UTR inh: 10; APP 5'UTR act: -10; TLR4 MyD88 comp: 5; Diaph inh CS: -6; G6PDH CS: 4
Shown for Cc1ccc(-c2nnc(N3CCN(c4ccccn4)CC3)c3ccccc23)cc1 → STAT1 act: 91; Diaph act CS: 0.9; FLuc inh counter: 0; NF-kB neuron act: 0.6; FLuc act counter: 1; APP 5UTR inh: -2; APP 5'UTR act: 2; TLR4 MyD88 comp: -7; Diaph inh CS: 15; G6PDH CS: -60

Later entries:
SMILES	STAT1 act	Diaph act CS	FLuc inh counter	NF-kB neuron act	FLuc act counter	APP 5UTR inh	APP 5'UTR act	TLR4 MyD88 comp	Diaph inh CS	G6PDH CS
Cc1ccc(CNC(=O)COC(=O)c2ccc(Br)cc2)cc1	98	1.1	5	0.84	1	-5	5	-5	-10	-3
CNc1nc(-c2ccccc2)cc(C)c1S(C)(=O)=O	119	1	-3	1.4	1	-23	23	-12	2	-1
O=C(CNCc1cccs1)Nc1ccc(N2CCCCCC2)cc1	93	0.8	6	1.3	0.9	5	-5	-6	15	2
Cc1nnc(SCC2=C(C(=O)O)N3C(=O)C(NC(=O)Cn4nc(C(F)F)cc4C)C3SC2)s1 (stereo not drawn)	114	0.9	-1	1.3	1	-12	12	-4	12	3
CC(C)OCCCNC(=O)CCSc1ccc(Cl)cc1	101	1	0	0.98	1	7	-7	3	3	0
CC1(C)OC1COc1c2ccoc2cc2oc(=O)ccc12 (stereo not drawn)	101	0.8	-5	1.1	1	24	-24	0	17	12
CC1CN(C(=O)C2CCCC2)C(C)CN1C(=O)C1CCCC1 (stereo not drawn)	100	0.9	-6	1.1	1.1	6	-6	-4	7	6
CCN1C(=O)/C(=C/c2cn(C)nc2C)SC1=S	93	0.9	-8	1.1	1.1	5	-5	2	7	1
O=C(COc1ccc2c(C(F)(F)F)cc(=O)oc2c1)Nc1ccc2c(c1)OCCO2	104	1	0	1.2	1	0	0	-3	-2	3
CC(=O)NCC(=O)OCC(=O)c1ccc2ccccc2c1	102	0.9	0	0.89	1	15	-15	3	9	-1
Nc1c(C(=O)C2CC2)sc2nc3c(cc12)CCC3	162*	0.9	19	5.4*	0.8	-120	120	0	12	5
COc1ccc(CNC(=O)c2ccccc2C(=O)O)cc1	101	1	-3	0.85	1	8	-8	-15	-1	5
Clc1ccc(Br)cc1-c1nc(-c2cccnc2)no1	105	·	·	·	·	-10	10	10	·	·
COc1ccc(C(=O)OCC2CC(c3ccccc3)N(C)O2)cc1 (stereo not drawn)	101	0.8	-5	0.98	1	3	-3	-11	21	-1
CCOC(=O)C(C)N1C(=O)S/C(=C/c2ccc3c(c2)n(C)c(=O)n3C)C1=O (stereo not drawn)	87	0.9	0	0.72	1	-4	4	-14	11	11
Cc1ccc(OCC(=O)NC2CC(C)(C)NC(C)(C)C2)cc1C	101	0.8	-3	1.3	1	16	-16	1	22	11
